# Compound activity: PubChem BioAssay, National Center for Advancing Translational Sciences (NCATS)
# POLB inh – DNA polymerase beta (human) inhibition; P06746; Pol beta primer extension/strand displacement, fluorescence kinetic; Potency, µM (highest dose often 114 µM), for the others: at the top dose activity change, negative = inhibition, usual class: inhibitors; 1.3% of 340,000 active; AID 485314; further: potency means the concentration at half of the fitted maximal effect; on the % scale 0 is the no-effect control and ±100 the full control effect
#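 Reaction started by 50 nM substrate onto compound-treated Pol beta (10 nM, 15 min preincubation, room temperature); plates read at 0 min and 10 min. Normalized concentration-effect data fitted by four-parameter Hill equation.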
# Anesthetic bind – candidate novel general anesthetic via apoferritin binding | 0.074% of 350,000 active | Potency, µM (highest dose often 77.5 µM), inactives show at the highest dose activity change, negative = displacement, hits mostly inhibitors | AID 485281 | apoferritin/1-aminoanthracene competitive binding, fluorescence; further: potency means the concentration at half of the fitted maximal effect; on the % scale 0 is the no-effect control and ±100 the full control effect; nearly all actives have a fitted effect of over 20% in size
# Target sequence (P02791 2-175 limits assumed): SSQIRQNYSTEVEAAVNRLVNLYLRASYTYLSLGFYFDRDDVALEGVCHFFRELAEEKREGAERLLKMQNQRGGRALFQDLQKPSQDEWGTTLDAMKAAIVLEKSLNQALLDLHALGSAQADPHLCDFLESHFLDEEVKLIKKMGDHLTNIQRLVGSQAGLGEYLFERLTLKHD
#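 Concentration-response curves derived by four-parameter Hill fitting of normalized fluorescence, where compounds displaced 1-AMA from 10 uM horse apoferritin following a brief 10 min room-temperature incubation; propofol titration acted as positive control.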
# APEX1 inh – APE1 (human) endonuclease inhibition; P27695; recombinant APE1, TAMRA/BHQ-2 abasic DNA cleavage fluorescence; Potency, µM (series often up to 65.8 µM), without a hit: at the highest dose activity change, negative = inhibition, actives largely listed as inhibitors; 0.35% of 350,000 active; AID 2517;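 further: potency means the concentration at half of the fitted maximal effect; plate controls were vehicle for no effect and reference inhibitor for full effect; nearly all actives have a fitted effect of over 55% in size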
#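 APE1 at 0.75 nM final was preincubated with compound 15 min at room temperature, then 50 nM double-stranded THF abasic-site substrate (5'-TAMRA/3'-BHQ-2) was added. Fluorescence (ex 525/em 598 nm) was read kinetically; third-minus-first read gave activity.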
# POLI inh – blocks human DNA polymerase iota activity | Q9UNA4 | Pol iota fluorescent replication assay, 10 min | Potency, µM (series often up to 115 µM), without a hit: top-dose activity, negative = inhibition, hits mostly inhibitors | 1% of 390,000 active | AID 588590; further: potency means the concentration at half of the fitted maximal effect
# Target sequence (Q9UNA4 whole entry, looked up): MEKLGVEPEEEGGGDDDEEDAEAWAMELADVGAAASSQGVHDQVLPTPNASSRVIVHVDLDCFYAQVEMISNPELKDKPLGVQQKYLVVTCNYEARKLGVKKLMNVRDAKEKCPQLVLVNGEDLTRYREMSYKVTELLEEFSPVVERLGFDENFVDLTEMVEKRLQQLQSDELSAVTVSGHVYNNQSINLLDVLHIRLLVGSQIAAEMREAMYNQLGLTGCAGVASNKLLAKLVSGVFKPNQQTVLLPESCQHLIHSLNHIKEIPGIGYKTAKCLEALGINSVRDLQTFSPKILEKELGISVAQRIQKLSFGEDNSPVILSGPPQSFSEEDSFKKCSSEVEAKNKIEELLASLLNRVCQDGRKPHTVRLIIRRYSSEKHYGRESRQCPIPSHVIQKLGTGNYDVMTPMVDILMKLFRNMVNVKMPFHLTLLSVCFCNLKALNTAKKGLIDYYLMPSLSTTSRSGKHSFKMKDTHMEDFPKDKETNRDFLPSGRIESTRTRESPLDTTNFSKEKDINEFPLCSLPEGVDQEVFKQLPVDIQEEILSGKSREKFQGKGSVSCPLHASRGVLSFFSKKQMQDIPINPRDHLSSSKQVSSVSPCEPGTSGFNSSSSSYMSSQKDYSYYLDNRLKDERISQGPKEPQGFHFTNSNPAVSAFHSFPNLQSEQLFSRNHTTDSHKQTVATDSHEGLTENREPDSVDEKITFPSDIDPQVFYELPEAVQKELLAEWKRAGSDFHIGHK
#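 Pol iota at 10 nM preincubated 15 min with compounds at room temperature; reaction started with fluorescent substrate, 50 nM final. Fluorescence read kinetically at 0 and 10 min; buffer-only wells as negative control.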
# BLM inh – blocks DNA unwinding by human BLM helicase. 0.2% of 350,000 active. recombinant BLM DNA unwinding, fluorescence dequenching. P54132. AID 2528. Potency, µM (top dose mostly 56.1 µM), for the others: top-dose activity change, negative = inhibition, actives largely listed as inhibitors;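 further: potency means the concentration at half of the fitted maximal effect; plate controls were vehicle for no effect and no enzyme for full effect; nearly all actives have a fitted effect of over 35% in size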
# LDHA inh – blocks human lactate dehydrogenase A. activity change, % (values are at about 110 or 230 µM). AID 1347041. P00338. purified LDHA, NADH/diaphorase-resazurin fluorescence; hits give low values. 0.15% of 480,000 active; in the data active means activity change below about -30%; inconclusive means mostly about -25% to -30%;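 further: plate controls were DMSO wells for no effect and wells without enzyme for full effect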
#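 Remaining NADH was detected by diaphorase (0.133 mg/mL) converting 37 µM resazurin to fluorescent resorufin, read at 0 and 20 minutes. The preceding 5-minute room-temperature reaction used 2 nM LDHA, 0.2 mM sodium pyruvate and 0.06 mM NADH at pH 7.4.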
# POLK inh – blocks human DNA polymerase kappa activity | Potency, µM (highest dose often 107 µM), for the others: top-dose activity, negative = inhibition, usual class: inhibitors | purified Pol kappa, fluorescent DNA synthesis assay, 10 min | AID 588579 | 0.53% of 400,000 active; further: potency means the concentration at half of the fitted maximal effect; on the % scale 0 is the no-effect control and ±100 the full control effect
#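 Enzyme at 10 nM met test compounds for 15 min at room temperature. Substrate addition (50 nM final) began the reaction, which was monitored by fluorescence at 0 and 10 min.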
# Glioma ERSR ind – induces the endoplasmic reticulum stress response in human glioma cells | 0.02% of 420,000 active | Potency, µM, inactives show at the highest dose activation, usual class: activators | U87-MG GRP78 promoter luciferase reporter, 16 h | AID 602332; further: potency means the concentration at half of the fitted maximal effect; series mostly up to about 76 µM; % of control where 0% means no effect; nearly all actives have a fitted effect of over 35% in size
#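 ERSR induction read as luciferase luminescence (Bright-Glo, 10 min at room temperature) in stably transfected human U87-MG glioma cells exposed to compounds for 16 h, using GRP78 as sensor.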
# POLH inh – inhibitors of human DNA polymerase eta. Q9Y253. Potency, µM (highest dose often 114 µM), inactives show top-dose activity change, negative = inhibition, most hits filed as inhibitors. recombinant Pol eta, fluorescent DNA replication assay. AID 588591. 1.2% of 390,000 active; further: potency means the concentration at half of the fitted maximal effect; on the % scale 0 is the no-effect control and ±100 the full control effect
#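 Fluorescent replication assay: 50 nM final substrate added after a 15 min room-temperature compound preincubation with 10 nM enzyme. Signal taken at 0 min and again at 10 min.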
# Active calls of the source: *; ? = inconclusive; · = not tested or not shown; & = joins results of further samples; [ ] = remark or other dose. Unless noted, the call rests on the fitted dose curve; in most records, active means well fitted curve in the direction sought with a large enough effect; inconclusive means small, poorly fitted or top-dose-only effect, or another doubt; inactive means no such curve, though single readings can be large; an effect the other way counts as inactive or inconclusive.
[1] Cc1cc(Cl)c2oc(C(=O)N3CCN(C(=O)c4ccco4)CC3)c(C)c2c1
[2] CC(OC(=O)/C=C/c1ccc2ccccc2n1)C(=O)Nc1ccc(S(N)(=O)=O)cc1 (stereo not given)
[3] CCC1=Nc2cc(C(=O)NCc3ccccc3OC)ccc2Sc2ccc(Cl)cc21
[4] CCC1CCCCN1CCCNC(=O)CCCNC(=O)Cn1cnc2sc3c(c2c1=O)CCCC3 (stereo not given)
[5] CCOC(=O)c1sc(NC(=S)NC(=O)c2cccc(OC)c2)nc1C
[6] CCC(C)c1ccc(NC(=O)NCc2cccnc2)cc1 (stereo not given)
assay / entry	1	2	3	4	5	6
POLB inh	18%	·	11%	10%	53%	3%
Anesthetic bind	-6%	·	-12%	-11%	-2%	?
APEX1 inh	5%	37%	·	7%	-17%	-6%
POLI inh	11%	-12%	28%	?	134%[activator]	68%[activator]
BLM inh	-5%	·	-4%	5%	-8%	-2%
LDHA inh	0	-5	-7	0	-7	-4
POLK inh	5%	-2%	-6%[60.1 µM]	-2%	-11%	-7%
Glioma ERSR ind	6%	-5%	-1%	2%	0%	-1%
POLH inh	7%	2%	-14%	-10%	?	-18%

[7] Cc1cccc(NC(=O)c2ccc3nccnc3c2)c1C
[8] COC(=O)c1cnc(SCc2ccc(Cl)cc2)n1C
[9] O=C(c1ccco1)N1CCC2(CCN(Cc3nccs3)CC2)CC1
[10] Cc1ccc(NC(=O)c2cccc3c(=O)c4c([nH]c23)CCCC4)c(C)c1
[11] COc1ccc(-c2c(C3C4C=CCCC4(C)C(=O)N3Cc3ccccc3)ccc3ccccc23)cc1 (stereo not given)
[12] O=C(C[C@H]1C[C@H](C(=O)N2CCOCC2)[C@@]2(CCC3CCCC3)c3[nH]c4cc(-c5ccco5)ccc4c3CCN2C1=O)NCc1ccco1
assay / entry	7	8	9	10	11	12
POLB inh	-11%	1%	·	6%	·	·
Anesthetic bind	-1%	-15%	·	-7%	-7%	·
APEX1 inh	-7%	-1%	-1%	·	1%	-10%
POLI inh	23%	52%[activator]	·	15%	0%	25%
BLM inh	-1%	0%	0%	2%	-1%	·
LDHA inh	-8	-3	·	-10	·	1
POLK inh	-17%	4%	-7%[60.1 µM]	9%	0%	3%
Glioma ERSR ind	2%	5%	-5%	-4%	-4%	6%
POLH inh	-5%	-18%	·	-12%	·	-20%

[13] O=S(=O)(NCc1ccco1)c1cccc2cccnc12
[14] Cc1ccc(C(=O)Nc2nnc(-c3ccco3)o2)cc1C
[15] O=C(CSc1nc2ccccc2c(=O)n1-c1ccccc1)NCC1CCCO1 (stereo not given)
[16] COc1ccc2cc(C(=O)C3CCCN(Cc4cnc(N5CCOCC5)s4)C3)ccc2c1 (stereo not given)
[17] Cc1ccc(CCNC(=O)C2CC(c3cc(C(F)(F)F)cc(C(F)(F)F)c3)=NO2)cc1 (stereo not given)
[18] CCOc1ccc(N2CC(C(=O)Nc3nnc(CC)s3)CC2=O)cc1 (stereo not given)
assay / entry	13	14	15	16	17	18
POLB inh	-18%	1%	23%	24%	-4%	-2%
Anesthetic bind	-3%	-7%	3%	?	-9%	2%
APEX1 inh	1%	1%	-13%	-6%	1%	-14%
POLI inh	-16%	24%	5%	-14%	31%[activator]	34%[activator]
BLM inh	-4%	6%	-2%	-5%	-1%	-9%
LDHA inh	-3	4	-15	1	0	-6
POLK inh	-26%	-5%	1%	-1%	-29%	6%
Glioma ERSR ind	-4%	-7%	-6%	0%	3%	-2%
POLH inh	?	-20%	-8%	-11%	-21%	-12%

[19] C[n+]1ccc(/C=C/c2ccc(Br)cc2)cc1
[20] CCN(c1ccccc1)S(=O)(=O)c1cccc(C(=O)NCCN2CCOCC2)c1
[21] CCOc1ccc(NC(=O)c2c(NC(=O)Cc3ccccc3)sc3c2CCC(C)C3)cc1 (stereo not given)
[22] COc1cccc(Nc2ccc(-n3ccnc3)nn2)c1
[23] Cc1ccc(-c2nc(CS(=O)(=O)CC(=O)N3CCCCCC3)c(C)o2)cc1
[24] C=C(C)CNC(=S)NNC(=O)CCn1c2ccc(Cl)cc2c2cc(Cl)ccc21
assay / entry	19	20	21	22	23	24
POLB inh	-31%	·	7%	-20%	1%	2%
Anesthetic bind	-8%	·	6%	-7%	-2%	-8%
APEX1 inh	0%	18%	·	-1%	1%	3%
POLI inh	?	14%	20%	36%[activator]	7%	-3%
BLM inh	21%	·	0%	-4%	2%	-6%
LDHA inh	-32*	-5	-8	-5	-5	-3
POLK inh	89µM*	0%	0%	2%	-7%	-26%
Glioma ERSR ind	-5%	-6%	-4%	3%	-1%	-1%
POLH inh	-25%	-25%	-4%	-19%	-8%	-8%

[25] COC(=O)c1c(C)oc2ccc(NS(=O)(=O)c3cc(OC)ccc3OC)cc12
[26] COc1ccc(N=C2C(=O)N3c4c(cccc42)C(C)=CC3(C)C)cc1
[27] COc1cccc2cc(C(=O)NCCc3ccccc3)c(=O)oc12
[28] CN(C)S(=O)(=O)c1cc(NC(=O)COC(=O)CC2Sc3ccccc3NC2=O)ccc1Cl (stereo not given)
[29] Cc1ccccc1NC(=O)CN1C(=O)NC2(CCCCC2)C1=O
[30] O=C(/C=C/c1ccc2c(c1)OCO2)c1ccco1
assay / entry	25	26	27	28	29	30
POLB inh	?	8%	13%	·	?	?
Anesthetic bind	4%	-6%	8%	·	?	71%[activator]
APEX1 inh	-2%	-2%	-22%	37%	7%	-1%
POLI inh	8%	-16%	178%[activator]	3%	7%	?
BLM inh	-7%	-8%	-8%	·	2%	-5%
LDHA inh	-1	5	-3	-12	2	-6
POLK inh	-6%	-9%	1%	-16%	-7%	-13%
Glioma ERSR ind	-4%	-3%	11%	2%	-3%	2%
POLH inh	2%	-9%	-11%	-13%	-10%	?

[31] CCOc1ccc(NC(=O)C2CCN(c3nnc(-n4c(C)ccc4C)s3)CC2)cc1
[32] Cc1cccc2cc(CN(Cc3cccs3)S(=O)(=O)c3ccc4c(c3)OCCO4)c(=O)[nH]c12
[33] CC(NC(c1ccccc1)c1ccccc1)C(=O)N1CCCc2ccccc21 (stereo not given)
[34] Cc1cc(C)n2nc(SC(C)C(=O)Nc3ccc(Cl)cn3)nc2n1 (stereo not given)
[35] Cc1ccc(OCC(=O)OCC(=O)NC2CC2)cc1C
[36] COc1cccc(-c2cc(C(=O)Nc3cc(Cl)ccc3O)on2)c1
assay / entry	31	32	33	34	35	36
POLB inh	33%	-10%	5%	22%	·	1%
Anesthetic bind	-8%	8%	-11%	-1%	·	-13%
APEX1 inh	·	-8%	-1%	0%	45%[activator]	·
POLI inh	-12%	8%	-1%	108%[activator]	18%	-17%
BLM inh	-2%	7%	-9%	-4%	·	-10%
LDHA inh	-13	-8	4	1	-4	-3
POLK inh	-6%	-11%	-26%	-8%	-1%	-16%
Glioma ERSR ind	·	0%	-2%	-1%	1%	1%
POLH inh	·	-11%	-19%	-15%	-12%	-14%

# Compounds shown so far with a thiophene ring, fused or not, in the order listed:
[4] CCC1CCCCN1CCCNC(=O)CCCNC(=O)Cn1cnc2sc3c(c2c1=O)CCCC3 (stereo not given)
[21] CCOc1ccc(NC(=O)c2c(NC(=O)Cc3ccccc3)sc3c2CCC(C)C3)cc1 (stereo not given)
[32] Cc1cccc2cc(CN(Cc3cccs3)S(=O)(=O)c3ccc4c(c3)OCCO4)c(=O)[nH]c12
assay / entry	4	21	32
POLB inh	10%	7%	-10%
Anesthetic bind	-11%	6%	8%
APEX1 inh	7%	·	-8%
POLI inh	?	20%	8%
BLM inh	5%	0%	7%
LDHA inh	0	-8	-8
POLK inh	-2%	0%	-11%
Glioma ERSR ind	2%	-4%	0%
POLH inh	-10%	-4%	-11%

# Returning to the listing; the two compounds before the break are reprinted first.
[35] Cc1ccc(OCC(=O)OCC(=O)NC2CC2)cc1C
[36] COc1cccc(-c2cc(C(=O)Nc3cc(Cl)ccc3O)on2)c1
[37] COc1ccccc1N1CCN(CCC(=O)Nc2ccc(F)cc2)CC1
[38] COc1ccc(C2CC(=O)N(Cc3cccc(C)c3)c3c2c(C)nn3-c2nc(C)cc(C)n2)c(OC)c1 (stereo not given)
[39] COc1cccc(NC(=S)N2c3ccccc3CC2C)c1 (stereo not given)
[40] CCN(CC)c1ccc(/C=C(/C#N)C(=O)NC(C)C)o1
[41] CCCCn1c(N)c(N(CCOC)C(=O)C2CC(=O)N(Cc3ccc(C)cc3)C2)c(=O)[nH]c1=O (stereo not given)
[42] O=C(O)c1cccc(NC(=O)c2cc(S(=O)(=O)N3CCOCC3)cs2)c1
assay / entry	35	36	37	38	39	40	41	42
POLB inh	·	1%	18%	-25%	19%	-9%	·	?
Anesthetic bind	·	-13%	-6%	0%	-10%	-14%	·	-7%
APEX1 inh	45%[activator]	·	14%	·	2%	-9%	28%	19%
POLI inh	18%	-17%	-24%	23%	2%	22%	-3%	-4%
BLM inh	·	-10%	1%	-3%	-3%	-4%	·	-9%
LDHA inh	-4	-3	-12	3	0	2	-2	-7
POLK inh	-1%	-16%	-21%	-10%	-5%	-6%	?	-10%
Glioma ERSR ind	1%	1%	0%	-3%	-3%	3%	-4%	-4%
POLH inh	-12%	-14%	-10%	-20%	-14%	1%	-18%	7%

[43] CC(C)(C)c1ccc(C(O)CCCN2CCC(C(O)(c3ccccc3)c3ccccc3)CC2)cc1 (stereo not given)
[44] Cc1cc(C(=O)NC(C)Cc2ccccc2)cc(C)c1[N+](=O)[O-] (stereo not given)
[45] Nc1nc(CN2CCN(c3ccccc3F)CC2)nc(N2CCCc3ccccc32)n1
[46] CC(=O)Nc1ccc(S(=O)(=O)N2CCC(C(=O)NCCc3ccc(Cl)cc3)CC2)cc1
assay / entry	43	44	45	46
POLB inh	4%	0%	-17%	23%
Anesthetic bind	-18%	-21%	-16%	5%
APEX1 inh	6%&1%&-2%	0%	-5%	28%
POLI inh	?	54%[activator]	22%	46%[activator]
BLM inh	-6%&1%	-8%	-5%	-4%
LDHA inh	-3	-2	0&-8	-3
POLK inh	?	6%	-2%	-8%
Glioma ERSR ind	-14%&-5%&1%&-5%	-3%	-2%	-5%
POLH inh	?	-18%	-13%	-1%

# A portion of the library. The share of hits here may be higher or lower than overall.
